# JNK3 inh: inhibitors of human JNK3 kinase. inhibition, % at 8 µM. AID 746. 0.61% of 60,000 active. P53779. purified JNK3 kinase activity, HTS; in the data active means inhibition above about 17%;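 further: 0% = DMSO and 100% = reference inhibitor; many of its hits are not listed in these tables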
# A340 absorber: compounds absorbing at 340 nm; compound absorbance at 340 nm, fold over control; fold change at 10 µM; 65,000 tested, under 10 active; AID 708;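 active means at 10 µM dose, initial 340 nm absorbance at least 2 fold that of control wells; inactive means change under 2 fold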;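 further: initial absorbance extrapolated from kinetic A340 decline of NADH oxidation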
# ROCK2 blocker: inhibitors of human Rho kinase 2; O75116; purified ROCK2, Kinase-Glo ATP depletion luminescence; inhibition, % at 6 µM; 0.35% of 60,000 active; AID 604;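 active means inhibition above the screen-wide mean inhibition plus 3 SD, cut at about 18% in these data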;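 further: plate controls were DMSO wells for no effect and Y-27632 control wells after no-enzyme background subtraction for full effect; many of its hits are not listed in these tables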
# Target sequence (O75116 whole entry, looked up): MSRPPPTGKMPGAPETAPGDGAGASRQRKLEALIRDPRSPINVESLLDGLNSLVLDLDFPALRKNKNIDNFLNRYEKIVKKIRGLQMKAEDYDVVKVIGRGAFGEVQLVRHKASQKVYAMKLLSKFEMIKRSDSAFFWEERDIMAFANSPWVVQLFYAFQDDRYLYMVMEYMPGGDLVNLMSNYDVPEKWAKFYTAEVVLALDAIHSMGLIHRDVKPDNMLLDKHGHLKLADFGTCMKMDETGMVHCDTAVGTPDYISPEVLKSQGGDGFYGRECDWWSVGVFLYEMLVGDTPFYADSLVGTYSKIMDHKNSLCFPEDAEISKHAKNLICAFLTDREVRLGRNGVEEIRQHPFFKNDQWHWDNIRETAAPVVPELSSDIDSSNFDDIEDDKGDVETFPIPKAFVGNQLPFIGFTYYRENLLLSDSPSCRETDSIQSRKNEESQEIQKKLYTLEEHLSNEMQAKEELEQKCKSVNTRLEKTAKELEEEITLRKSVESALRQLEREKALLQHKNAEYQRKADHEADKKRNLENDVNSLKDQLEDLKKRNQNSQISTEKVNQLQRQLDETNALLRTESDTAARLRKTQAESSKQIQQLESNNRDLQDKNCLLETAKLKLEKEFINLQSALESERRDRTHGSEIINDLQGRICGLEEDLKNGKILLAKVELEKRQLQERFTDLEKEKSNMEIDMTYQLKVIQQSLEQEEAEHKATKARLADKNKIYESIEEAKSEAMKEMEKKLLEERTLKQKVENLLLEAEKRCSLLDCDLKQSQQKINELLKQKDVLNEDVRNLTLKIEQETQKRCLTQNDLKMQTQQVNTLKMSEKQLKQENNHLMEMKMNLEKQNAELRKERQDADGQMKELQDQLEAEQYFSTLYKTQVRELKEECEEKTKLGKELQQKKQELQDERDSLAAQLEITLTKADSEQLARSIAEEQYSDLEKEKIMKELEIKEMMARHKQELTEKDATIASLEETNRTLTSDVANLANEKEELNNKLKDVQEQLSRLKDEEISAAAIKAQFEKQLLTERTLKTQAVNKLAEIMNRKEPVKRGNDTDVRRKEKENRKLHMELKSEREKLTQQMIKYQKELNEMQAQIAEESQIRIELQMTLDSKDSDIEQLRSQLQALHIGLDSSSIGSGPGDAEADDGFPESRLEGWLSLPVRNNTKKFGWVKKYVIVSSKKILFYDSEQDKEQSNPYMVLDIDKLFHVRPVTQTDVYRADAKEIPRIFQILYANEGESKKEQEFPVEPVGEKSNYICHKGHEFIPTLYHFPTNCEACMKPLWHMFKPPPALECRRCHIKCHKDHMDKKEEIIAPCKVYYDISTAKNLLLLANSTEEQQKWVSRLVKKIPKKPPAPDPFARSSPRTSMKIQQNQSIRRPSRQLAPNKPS
# Fluor 339 460: intrinsic fluorescence of library compounds, ex339/em460 – biochemical, MLSMR library, data from DPM-DC assay, artefact control, profiling panel. compound autofluorescence, ex339/em460 nm, NADH buffer; hits give high values; 1 = no-compound wells, NADH background. 5.5% of 65,000 active. fluorescence fold increase at 10 µM;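 active means at 10 µM, mean starting fluorescence two-fold or more over control wells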;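 further: signal is the first read of a kinetic run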
# MMP-13 inhibitor: blocks human MMP13 activity | MMP-13 fTHP FRET cleavage, Mca fluorescence | P45452 | 0.07% of 65,000 active | inhibition, % at 4 µM;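 active means inhibition above the mean of compound-free control plate wells plus 3 SD, cut at about 14% in these data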;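 further: 0% = DMSO wells and 100% = wells with reference MMP-13 inhibitor after basal subtraction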
# HEK293 NFkB inh: inhibitors of the PMA/ionomycin-induced NF-kB reporter in HEK293 cells | HEK-293 NF-kB luciferase reporter, luminescence | inhibition, % at 3 µM | 0.21% of 62,000 active | AID 465;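 active means inhibition above the mean of all tested compounds plus 3 SD, cut at about 40% in these data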;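 further: 0% = stimulated DMSO wells and 100% = 10 µM reference inhibitor 5653914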
#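 System – HEK-293 cells with stable firefly luciferase reporter driven by four HIV NF-kB elements · Doses – one dose, 3 µM · Schedule – 1 h compound pre-incubation, 16 h PMA/ionomycin at 37 °C · Technique – luminescence from luciferase substrate reagent · Measure – percent inhibition normalized per plate to DMSO and reference-inhibitor controls · Replicates – tested once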
# PKA inh: inhibitors of human protein kinase A; P17612; AID 524; inhibition, % at 6 µM; 0.1% of 65,000 active; PKA Kemptide phosphorylation, Kinase-Glo ATP luminescence;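 active means inhibition above the screen-wide mean inhibition plus 3 SD, cut at about 21% in these data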; further: many of its hits are not listed in these tables
# Ecoli tolC: E. coli tolC mutant growth inhibition | growth inhibition, % at 10 µM (by protocol) | E. coli BW25113 tolC mutant growth, OD615 | 2.2% of 65,000 active | AID 573;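 active means growth inhibition at or above a cutoff equal to the mean over every tested compound plus 3 SD, cut at about 60% in these data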;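 further: growth measured after 20 h incubation at 37 °C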
#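 Test system: E. coli BW25113 ΔtolC::kan bacteria | Medium: Kanamycin-containing LB broth (50 µg/mL) | Dosing: One dose of 10 µM final | Times: 20 h incubation with compound, 37 °C | Detection: Optical density read at 615 nm | Read-out basis: Percent growth inhibition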
# NADH enzymes: inhibitors of enzymes used to reach an NAD/NADH endpoint. coupled PK/LDH NADH assays, four targets. IC50, µM (highest dose often 10 µM), without a hit: at the top dose inhibition. 0.02% of 65,000 active;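 active means single-dose screening hits from any of four coupled enzyme assays that gave an IC50 when retested across doses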;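 further: the DPM-DC format reads NADH fluorescence rather than 340 nm absorbance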
# * = called active by the depositor; i = inactive; x = no result given; [ ] = remark or other dose. This is a subset; rates above refer to the full screens.
SMILES	JNK3 inh	A340 absorber	ROCK2 blocker	Fluor 339 460	MMP-13 inhibitor	HEK293 NFkB inh	PKA inh	Ecoli tolC	NADH enzymes
CC1(C)OC(=O)C(=C2CCCN2)C(=O)O1	x	1.1	x	1	x	x	x	-2	2%
COCC(C)NC(=O)c1cc(-c2cccc(OC)c2)on1 (stereo unspecified)	6	1	-1	1.1	-6	1	1	-17	4%
CCOC(=O)C1CCN(C(=O)c2cc3cc4cc(OC)ccc4nc3o2)CC1	5	1	4	5.1*	-94[fluorescence artefact?]	-14	9	-1	6%[fluoresces]
CS(=O)(=O)c1ccc2nc(NC(=O)CCC(=O)c3cccs3)sc2c1	-2	0.98	-4	1.1	-2	18	0	-12	2%
Cc1cc(C(=O)N2CCN(Cc3ccc4c(c3)OCO4)CC2)cs1	5	1	1	1.1	2	8	2	12	3%
CCn1c(SCC(=O)Nc2nc3ccccc3s2)nc2c(c1=O)SC(C)C2 (stereo unspecified)	8	1	3	1.1	-1	22	8	26	6%
COc1ccc(CCNC2=NCC(C)S2)cc1 (stereo unspecified)	0	1	0	1.1	-1	7	4	7	5%
CCOC(=O)c1ccc(NC(=O)CCNc2c(N3CCCC3)c(=O)c2=O)cc1	2	0.99	2	1	4	-1	-1	-15	2%
CCOc1ccc(N2CC(=O)N/C2=N\c2nc(C)cc(C)n2)cc1	3	1	0	1.1	-3	-2	5	-7	3%
CCCN1CCN(C(=O)c2cn(CC(C)C)c(=O)c3cc(OC)c(OC)cc23)CC1	x	1	x	1.1	-5	18	-4	1	3%
COc1ccc(-c2nnc(SCc3ncc(-c4ccccc4)o3)o2)cc1	0	1	-2	1.1	0	16	-2	14	3%
CCOC(=O)CSc1nnc(CNC(=O)c2ccc(OC)cc2OC)n1C	-3	1	4	1.1	5	17	8	-26	3%
CCOc1ccc(CNc2ccc3c(c2)nc(C)n3C)cc1	-12	1.1	0	1.2	-2	-1	1	9	2%
COC(=O)C(NC(=O)c1ccco1)(Nc1nc(C)cs1)C(F)(F)F (stereo unspecified)	4	1	-12	1.1	-1	x	2	14	6%
COc1ccc(N2CCN(C3CC(=O)N(Cc4ccc(N5CCCC5=O)cc4)C3=O)CC2)cc1 (stereo unspecified)	x	1	x	1.1	0	4	-8	-15	7%
COc1ccc(CCNC(=O)c2ccco2)cc1	-4	1	-2	1	4	1	-6	-4	1%
Cc1ccc(C(O)c2cccnc2)o1 (stereo unspecified)	-2	1	0	1.1	4	6	-2	-22	6%
C=CCNC(=O)C12CC3CC(C1)CC(C(=O)NCC=C)(C3)C2	-2	0.99	-14	1.1	3	20	-3	-10	5%
Cc1ccc2cc(CN(CC3CCCO3)C(=O)c3ccco3)c(=O)[nH]c2c1C (stereo unspecified)	4	0.99	0	1.2	-6	0	8	-11	2%
COc1ccc(N(CC(=O)NC2CCCC2)C(=O)Cn2nnc(-c3ccc(F)cc3)n2)cc1OC	5	0.98	1	1.1	2	25	-2	-11	7%
O=C1CCCC2=C1C1(O)C(=O)c3ccccc3C1(O)O2 (stereo unspecified)	-3	1	3	1	3	-3	2	2	5%
CCOC(=O)c1c(C)c(C(=O)NCCc2ccc(S(N)(=O)=O)cc2)c(C)n1CC	3	1	-2	1.1	1	8	3	-8	1%
Cc1sc2ncnc(NCC(c3ccco3)N(C)C)c2c1C (stereo unspecified)	-1	1.1	-6	1.1	0	19	2	-4	29%
Cc1cnc(C(=O)OCC(=O)c2csc(N3CCCCC3)n2)cn1	4	1.2	5	1	4	11	3	-2	10%
CCC1(C)Cc2c(C#N)c(N)n(-c3ccccc3)c(=O)c2CO1 (stereo unspecified)	-12	1	-3	1.1	2	-2	-3	-14	2%
O=C(OCc1csc(-c2ccccc2)n1)c1cccs1	4	1	2	1.1	2	0	7	12	2%
CCOC(=O)C(C(C)=O)c1c(Br)c(O)c(O)c2c(C(=O)c3ccc(C)cc3)coc12 (stereo unspecified)	-3	1.1	-4	1.1	6	47*	1	16	0%
COc1ccccc1N(CN1C(=O)c2ccccc2C1=O)C(=O)c1cccnc1	x	1	x	1.1	-2	8	5	-4	6%
N#Cc1cc2c(=O)n3ccccc3nc2n(CCCN2CCOCC2)c1=O	1	1	-4	3.9*	i[fluorescence artefact?]	-1	-7	-19	12%[fluoresces]
COc1nc(N2CCCC2)nc(-n2cc(-c3ccccc3)nn2)n1	-2	0.99	-2	1.1	-6	4	-3	-13	4%

# A second format for part of the listing above:
SMILES: N#Cc1cc2c(=O)n3ccccc3nc2n(CCCN2CCOCC2)c1=O
  JNK3 inh: 1
  A340 absorber: 1
  ROCK2 blocker: -4
  Fluor 339 460: 3.9*
  MMP-13 inhibitor: i[fluorescence artefact?]
  HEK293 NFkB inh: -1
  PKA inh: -7
  Ecoli tolC: -19
  NADH enzymes: 12%[fluoresces]
SMILES: COc1ccc(CCNC(=O)c2ccco2)cc1
  JNK3 inh: -4
  A340 absorber: 1
  ROCK2 blocker: -2
  Fluor 339 460: 1
  MMP-13 inhibitor: 4
  HEK293 NFkB inh: 1
  PKA inh: -6
  Ecoli tolC: -4
  NADH enzymes: 1%
SMILES: COc1ccccc1N(CN1C(=O)c2ccccc2C1=O)C(=O)c1cccnc1
  JNK3 inh: x
  A340 absorber: 1
  ROCK2 blocker: x
  Fluor 339 460: 1.1
  MMP-13 inhibitor: -2
  HEK293 NFkB inh: 8
  PKA inh: 5
  Ecoli tolC: -4
  NADH enzymes: 6%
SMILES: O=C(OCc1csc(-c2ccccc2)n1)c1cccs1
  JNK3 inh: 4
  A340 absorber: 1
  ROCK2 blocker: 2
  Fluor 339 460: 1.1
  MMP-13 inhibitor: 2
  HEK293 NFkB inh: 0
  PKA inh: 7
  Ecoli tolC: 12
  NADH enzymes: 2%

# (cont.)
SMILES	JNK3 inh	A340 absorber	ROCK2 blocker	Fluor 339 460	MMP-13 inhibitor	HEK293 NFkB inh	PKA inh	Ecoli tolC	NADH enzymes
NC1CCCCC1N=Cc1c(O)n(CCc2ccc(F)cc2)c(=O)[nH]c1=O (stereo unspecified)	8	1	3	1.1	-12	7	9	-6	18%
COc1ccccc1NC(=O)c1nnn(Cc2ccccc2)c1NC(C)=O	6	0.98	6	1.1	3	-7	16	-7	4%
O=C(CC1CCCCC1)NCCCN1CCOCC1	-4	1	0	1.1	-7	2	-3	-11	4%
O=C(CSC1=NCCS1)N1CCc2ccccc21	x	1	x	1.1	3	-12	9	-7	9%
O=C1CC(NCc2ccncc2)C(=O)N1c1ccccc1 (stereo unspecified)	0	1.1	6	1.1	-2	11	6	-4	4%
COC(=O)Nc1ccc(C)c(NC(=O)OC)c1	-1	0.96	7	1.1	0	1	10	-15	5%
CCOC(=O)C1CCN(c2c(NCCCN(C)C3CCCCC3)c(=O)c2=O)CC1	-10	1.1	5	1.2	3	17	6	-12	7%
CCOC(=O)CC(C(=O)OCC)P(=O)(c1ccccc1)c1ccccc1 (stereo unspecified)	5	1	5	1.1	1	18	6	-4	4%
Cc1ccccc1C1CC(c2ccccc2OC(F)F)Nc2ncnn21 (stereo unspecified)	0	1	1	1.1	0	-2	-2	32	5%
Cc1ccnc(Nc2nc3ccccc3o2)n1	-1	1	-30	1.1	0	-21	-15	-7	4%
COc1ccccc1-c1nc2n(n1)C(c1ccc(Cl)cc1)C(C(N)=O)=C(C)N2 (stereo unspecified)	-9	0.99	-5	1.1	-9	16	0	1	1%
Cc1cccc(CCNC(=O)C2CCCN(S(=O)(=O)c3cccc4nsnc34)C2)c1 (stereo unspecified)	4	1	2	1.1	2	16	6	10	5%
COc1ccc(C(C)NC(=O)C2C(=O)NC3(C)CC2c2ccccc2O3)cc1 (stereo unspecified)	0	0.98	2	1.1	7	5	5	-2	10%
CC(C)CCN1C(=O)CCC1(C)C(=O)NC1CCCCCC1 (stereo unspecified)	1	1	2	1.1	7	3	6	-1	4%
COc1ccc2c(c1)cc1n2CCN=C1N	0	1.1	2	2.8*	-20	25	7	-17	10%
COc1ccccc1OCCOc1ccc(/C=N/n2cnnc2)cc1	-5	1.1	-1	1.1	5	13	-7	-7	6%
O=c1c2c3c(sc2n(CCN2CCOCC2)c(=O)n1Cc1ccco1)CCCCC3	1	1	3	1.1	0	8	0	44	6%
CCNc1nc(SC(C)C(=O)Nc2ccccc2)nc(N2CCOCC2)n1 (stereo unspecified)	0	1	6	1.1	-1	13	3	5	5%
Cc1ccc(C2CC(=O)NC(SCc3ccccc3)=C2C#N)o1 (stereo unspecified)	0	1	3	1.1	2	19	14	28	5%
CCN(CC)c1ccc(N2C(=O)c3ccccc3C2=O)cc1	5	1	5	1.1	-2	-18	8	-27	2%
Cc1ccc(CCN2CC(C(=O)NCCN3CCOCC3)CC2=O)cc1 (stereo unspecified)	6	0.99	6	1.1	0	20	9	-19	4%
COc1ccc(S(=O)(=O)n2cnc3cc(C)c(C)cc32)cc1	2	1	3	1.1	-1	4	4	47	4%
O=C(N1CCOCC1)N1CCN(S(=O)(=O)c2ccccc2)C1	1	1	-2	0.86	4	3	3	-20	3%
O=C(CN(C(=O)CNS(=O)(=O)c1ccccc1)c1ccc2c(c1)OCCO2)NCc1ccco1	-3	1	-3	1.1	-3	2	-6	-1	8%
CN(C)CCSc1nc(N)c2c3c(sc2n1)CN(C)CC3	x	1.1	x	1.2	-27	14	-1	-15	11%
C=CCOc1nc2c(c(=O)n(C)c(=O)n2C)n1Cc1ccc(Cl)cc1	1	1	-10	1.1	4	x	4	25	2%
O=C(O)CCC(=O)Nc1nc(-c2ccccc2)cs1	-3	0.98	1	1	0	10	3	-24	3%
O=C(NC1=NCCS1)c1cccs1	1	1	7	1	1	1	9	-13	6%
Cc1nc2ncnn2c(C)c1CCC(=O)NCc1ccc2c(c1)OCO2	-1	0.99	5	1.1	5	9	8	-6	7%
CCc1nnc(NC(=O)CSc2nnc(C3CCCCC3)n2-c2ccccc2)s1	-1	0.96	6	1.1	0	12	9	57	9%
O=C1c2ccc(Oc3ccc4c(c3)C(=O)N(CCCO)C4=O)cc2C(=O)N1CCCO	1	1.1	3	1.1	-4	7	4	-1	3%
Cc1nc2ccccn2c1P(=O)(N1CCCCC1)N1CCCCC1	2	0.99	8	1	-7	-4	18	-23	4%
CCOc1ccc(C(=O)OCn2nnc3ccccc3c2=O)cc1OC	-6	0.99	5	1.1	0	2	12	6	4%
CCOC(=O)c1cnc(SCc2nc(N)nc(Nc3ccc(F)cc3)n2)nc1N	-8	1.1	2	1	-7	-5	0	13	5%
Cc1ccc(Cn2ccc(NC(=O)c3cc(-c4cccc(Cl)c4)on3)n2)cc1	2	1	3	1.2	2	19	6	-10	8%
O=C(NCc1ccc(Cl)cc1)c1cc(-c2ccco2)on1	-2	1	2	1.1	2	2	1	-13	2%
CCOC(=O)C1=C(C)N(C)C(C)=C(C(=O)OCC)C1c1cccnc1	-2	1	5	1	4	0	7	-3	2%
Cc1cc(NC(=O)COC(=O)CCC(=O)c2ccc(F)cc2)no1	-3	1	-5	1	-3	12	1	-2	5%
CCOc1ccc2nc(NCCO)[nH]c2c1	-5	0.99	6	1.1	2	18	12	-15	9%
CCc1nnc(NC(=O)CSc2nccn2-c2cccc(C)c2C)s1	4	1	1	1.1	-2	2	5	11	6%
O=C(Nc1cccc2ccccc12)c1ccc(Br)o1	-3	0.99	3	1	1	1	6	15	4%
Cc1noc(NS(=O)(=O)c2ccc(N3C(=O)c4ccccc4C3=O)cc2)c1C	-9	1	-3	1	2	20	5	-1	2%

# Bioassay records from PubChem BioAssay.
